# PLCg1 inh: PLC-gamma1 (human) inhibition, primary screen | 370,000 compounds, 0.84% hits | P19174 | purified PLC-gamma1, fluorogenic substrate, fluorescence | inhibition, % at 12.2 µM; in the data active = inhibition above about 9.5%
# KLK7 zymogen act: activates the human kallikrein-7 zymogen; 370,000 compounds, 0.9% hits; P49862; purified proKLK7, EDANS-DABCYL substrate fluorescence; 100% is mature enzyme control, 0% vehicle; activation, % at 7 µM;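 active = activation above the mean of all tested compounds plus 3 SD, computed per campaign excluding outliers beyond control limits, cut at about 13% in these data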
# DDE Tn7 FP inh: DD(E)-Tn7 binding inhibition, primary FP screen; FP displacement of FITC-Tn7 peptide from fibrin DD(E); 0% = median of compound wells per plate; inhibition, % at 8.3 µM; 370,000 compounds, 0.13% hits; AID 720508;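 active = inhibition above the mean of compounds falling within the control limits plus 3 SD of them, cut at about 14% in these data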;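 also: 0% = plate median of compound wells and 100% = 10 µM Aha-Tn7 peptide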
#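 Assay system: Human fibrin DD(E) protein | Medium: Tris buffer with calcium and detergent, pH 7.8 | Reagent: 0.1 µM fluorescent Tn7 | Compound dosing: Single point at 8.3 µM | Times: 10 min preincubation, 3 h with tracer, room temperature | Detection: Fluorescence polarization of the labelled Tn7 tracer | Controls: Aha-Tn7 high control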
# ADAM17 inh: ADAM17 inhibition, QFRET primary screen; 370,000 compounds, 0.83% hits; P78536; AID 720648; inhibition, % at 6.95 µM; recombinant ADAM17, EDANS/DABCYL FRET peptide cleavage;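 active = inhibition above the mean of compounds lying between control limits plus 3 SD, set per campaign, cut at about 8.5% in these data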;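 also: 0% = DMSO-only wells as the low control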
# Target sequence (P78536 215-824 limits assumed): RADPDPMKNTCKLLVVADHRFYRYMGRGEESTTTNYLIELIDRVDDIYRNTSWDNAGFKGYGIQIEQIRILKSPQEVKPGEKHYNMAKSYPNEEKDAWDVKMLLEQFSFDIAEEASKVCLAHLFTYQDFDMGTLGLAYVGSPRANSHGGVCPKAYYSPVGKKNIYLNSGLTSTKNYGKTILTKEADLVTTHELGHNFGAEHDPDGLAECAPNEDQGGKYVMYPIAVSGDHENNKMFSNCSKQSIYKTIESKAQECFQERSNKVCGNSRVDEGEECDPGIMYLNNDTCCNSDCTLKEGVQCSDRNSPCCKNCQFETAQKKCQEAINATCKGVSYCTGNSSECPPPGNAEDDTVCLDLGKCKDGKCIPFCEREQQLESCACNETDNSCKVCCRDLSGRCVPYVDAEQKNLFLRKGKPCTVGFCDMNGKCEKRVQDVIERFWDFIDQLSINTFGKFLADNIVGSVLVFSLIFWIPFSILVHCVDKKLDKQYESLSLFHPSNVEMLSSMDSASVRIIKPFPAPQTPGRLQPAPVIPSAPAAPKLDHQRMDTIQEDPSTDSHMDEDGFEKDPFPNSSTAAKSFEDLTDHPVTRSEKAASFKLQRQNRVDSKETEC
# ARFGAP1 inh: inhibits rat ARF GTPase activating protein 1. Q62848. Arfgap1-stimulated ARF1 GTP hydrolysis, GDP FP detection. inhibition, % at 16.5 µM. 360,000 compounds, 0.26% hits;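 active = inhibition above a per-plate limit, mean inhibition of low control wells plus 3 SD, cut at about 25% in these data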;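 also: 0% = DMSO wells with enzyme and 100% = wells lacking Arfgap1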
#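 Material – truncated rat Arfgap1 GAP domain · Buffer or medium – HEPES-based buffer, pH 7.5 · Reagent – human ARF1(Δ1-17)-GTP substrate · Dosing – 16.5 µM single point, 1.26% DMSO · Schedule – GTP hydrolysis reaction 2 h at 25 °C · Technique – GDP detection by fluorescence polarization · Benchmarks – No-Arfgap1 wells (100%) versus DMSO full-reaction wells (0%) · Repeats – single replicate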
# ASAP1 inh: ASAP1 ArfGAP inhibition; Q9ULH1; ASAP1-stimulated ARF1 GTP hydrolysis, GDP FP detection; inhibition, % at 16.5 µM; 360,000 compounds, 0.19% hits; AID 624377; in the data active = inhibition above about 25%;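 also: 0% = vehicle with enzyme and substrate and 100% = no enzyme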
# ADAM10 inh: inhibitors of human ADAM10; O14672; 370,000 compounds, 0.62% hits; inhibition, % at 7 µM; recombinant ADAM10, EDANS/DABCYL FRET peptide cleavage, 3 h;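 active = inhibition above a per-campaign cutoff equal to the mean of compounds falling between control-based bounds plus 3 SD, cut at about 20% in these data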;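 also: 0% = DMSO wells while the 100% control is not disclosed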
# DDE Tn6 FP inh: DD(E)-Tn6 binding inhibition, primary FP screen | P02675 | Fibrin DD(E) TRITC-Tn6 fluorescence polarization displacement | inhibition, % at 8.3 µM | 370,000 compounds, 0.21% hits | AID 720509;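 active = inhibition above a per-campaign cutoff: mean of compounds within control limits plus 3 SD, cut at about 15% in these data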;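 also: 0% = median of all compound wells on the plate and 100% = blocking peptide control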
# TDP2 inh: blocks human TDP2 phosphodiesterase activity; 370,000 compounds, 0.34% hits; recombinant TDP2, T5PNP hydrolysis, p-nitrophenol absorbance 415 nm; O95551; inhibition, % at 12.8 µM;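 active = inhibition above the mean of all tested compounds plus 3 SD, set per campaign, cut at about 25% in these data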;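 also: 0% = DMSO with enzyme and 100% = buffer with substrate but no TDP2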
# Target sequence (O95551 whole entry, looked up): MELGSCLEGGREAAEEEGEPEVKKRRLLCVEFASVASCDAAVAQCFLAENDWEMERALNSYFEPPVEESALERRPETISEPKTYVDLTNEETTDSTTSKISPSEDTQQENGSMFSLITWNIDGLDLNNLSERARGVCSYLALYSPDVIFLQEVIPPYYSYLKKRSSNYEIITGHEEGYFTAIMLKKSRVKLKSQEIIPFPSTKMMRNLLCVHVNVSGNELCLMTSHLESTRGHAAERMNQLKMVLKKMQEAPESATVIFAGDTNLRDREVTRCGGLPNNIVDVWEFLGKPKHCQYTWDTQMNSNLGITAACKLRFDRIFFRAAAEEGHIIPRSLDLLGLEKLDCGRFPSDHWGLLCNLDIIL
#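 Read-out basis: percent inhibition. System: recombinant human TDP2. Buffer or medium: Mg2+-containing Tris-HCl buffer, pH 7.5. Repeats: single replicate. Timing: reaction 2 h, 37 °C. Benchmarks: high control without enzyme, low control DMSO plus TDP2. Probe or stimulus: 5 mM T5PNP. Doses: 12.8 µM only. Measured by: epi absorbance of p-nitrophenol freed from T5PNP by hydrolysis.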
# LEDGF integ inh: blocks HIV-1 LEDGF/p75-dependent DNA integration; inhibition, % at 3.7 µM; TR-FRET IN-LEDGF/p75 DNA integration, Eu/Cy5; AID 743269; 370,000 compounds, 0.64% hits;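 active = inhibition above the screen-wide mean plus 3 SD, cut at about 13% in these data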;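 also: signal is the Cy5 over europium emission ratio at 671 and 618 nm; 0% = plate median of compound wells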
# Numbers without * were called inactive; / = not tested or not shown.
DDE Tn6 FP inh	ADAM17 inh	KLK7 zymogen act	LEDGF integ inh	ARFGAP1 inh	TDP2 inh	DDE Tn7 FP inh	ADAM10 inh	ASAP1 inh	PLCg1 inh	Compound
-1	-5	-0.5	7	-5	-12	4	7	3	0	COC(=O)COc1ccc(S(=O)(=O)Nc2cc(OC)ccc2OC)cc1
1	4	0.9	-2	-4	2	6	10	-9	0	COc1ccc(NC(=O)CN2C(=O)NC(c3ccccc3)(c3ccccc3)C2=O)cc1
0	3	-0.6	0	0	2	-3	-9	0	1	CC(C)c1nnc(NC(=O)Cc2cccs2)s1
2	1	-0.6	2	-1	-1	4	-1	-1	1	CCCCN1C[C@H](COC(=O)CCC)Oc2cccc(F)c2S1(=O)=O
12	-4	-0.5	5	-5	2	-3	-5	-4	-4	COC(=O)c1ccccc1OCCOc1ccccc1C(=O)OC
-10	-3	-0.6	5	5	-2	-5	-4	7	-1	O=S(=O)(c1ccc(Cl)cc1)c1nc(-c2ccco2)oc1N1CCCCC1
7	4	-0.2	1	2	0	0	7	-7	0	CC(C)C(=O)NC(=S)Nc1ccc(S(=O)(=O)NC2CCCCC2)cc1
0	-4	0.4	-6	-19	-6	1	-7	1	-1	CC(C)(C)c1ccc(OCC(=O)NN2Cc3ccccc3C2=N)cc1
0	-6	0.7	-1	1	10	2	-6	15	-2	CC1(c2nnnn2-c2ccc3c(c2)OCCO3)CCC(=O)N1C1CCN(Cc2ccccc2)CC1 (centres undefined)
-4	4	0.6	0	11	-8	-10	5	-2	8	Cc1cc(=O)n2nc(N3CCC(C(=O)NCCc4ccccc4)CC3)sc2n1
-4	-2	0.3	3	30*	-2	-1	-24	0	-64	N#Cc1ccc(Nc2nc(-c3ccccc3)cs2)cc1
0	1	-0.6	4	-1	-6	-6	7	-16	2	O=C(c1cc(-c2ccc(Br)cc2)on1)N1CCCCCC1
-1	-1	0.6	0	-1	-1	-2	-2	3	0	CC(C)(C)OC(=O)C[C@@H]1C/C=C\C[C@@H](CC(=O)N(CCO)Cc2ccccc2)C(=O)N[C@H](Cc2c[nH]c3ccccc23)COC1=O
-3	0	0.4	2	-3	4	-2	-4	4	3	Cc1nc(Cl)c(N=Cc2cccc([N+](=O)[O-])c2)c(Cl)n1
3	-3	0.0	3	-13	7	4	-3	-2	0	NS(=O)(=O)c1ccc(NC(=S)NC(=O)c2ccc(-c3ccccc3)cc2)cc1
0	1	0.1	4	3	4	3	-2	-4	-1	CN(C)S(=O)(=O)c1ccc(C(=O)NCC(=O)N/N=C/c2ccccc2)cc1
-2	-6	-0.6	-2	1	0	-4	-7	0	-4	CCN1C(=NCCOC)N[C@@H](c2cccc(C(F)(F)F)c2)C(C(=O)OC)=C1C
0	-46	-3.2	0	10	-9	-2	-139	-13	-56	Cc1cc(=O)oc2cc(Oc3ccc([N+](=O)[O-])cc3[N+](=O)[O-])ccc12
13	-3	-0.1	0	-3	-6	-1	8	2	1	CC1=NN(c2ccccc2)C(=O)C1N=Nc1ccccc1 (centres undefined)
7	-7	0.6	-3	/	-8	2	-14	/	-5	O=C(Nc1cccc(F)c1)OC1CC2CC1[C@H]1CCCCN1[C@H]2Cc1ccccc1 (some centres undefined)
-2	-2	0.1	0	-1	-1	3	-4	-8	-1	Cc1nnc(-c2cnn(C)c2N)n1Cc1ccccc1
6	-1	0.5	1	-5	6	2	6	2	2	O=C(CC1CCCCC1)NCc1ccccn1
4	3	0.4	2	4	1	-2	3	-5	-2	COc1ccc(CCN2CN(S(=O)(=O)c3ccccc3)c3nc4ccccc4nc32)cc1OC
-11	4	0.3	0	-2	4	-2	10	6	2	Cc1ccc(-c2cc(-c3cccs3)[nH]n2)c(O)c1
-2	-6	0.4	3	12	-1	-3	-25	-2	-5	Cc1ccc(C)[n+](CC(=O)c2ccc(-c3ccccc3)cc2)c1
-4	0	-0.1	3	2	-13	1	3	10	3	Cc1cc(N)n(-c2ccc(S(=O)(=O)N3CCCC3)cc2[N+](=O)[O-])n1
5	-1	0.1	-4	7	3	1	0	-2	0	CCCN(CCC)S(=O)(=O)c1ccc(Cl)c([N+](=O)[O-])c1
2	-6	0.5	-8	-12	-5	1	-6	5	1	CCCc1nc(SCC(=O)N2CCOCC2)c2c(C)c(C)sc2n1
-2	3	-0.5	-2	-10	7	2	-4	-2	-1	O=C(CCc1nnc(CCC2CCCCC2)o1)NCc1ccon1
7	1	-0.5	-1	-13	-1	5	4	3	2	CCc1ccc(NC(=O)c2ccc(OC)c([N+](=O)[O-])c2)cc1
6	-7	-0.3	0	8	3	1	-23	-9	-1	CCOC(=O)COc1ccc2c3c(c(=O)oc2c1C)CCC3
0	-9	-0.7	0	3	-1	2	-14	4	-7	COc1cccc(/C=N/n2c(SC)nnc2-c2ccccc2)c1OC
4	-4	0.2	-4	12	-7	3	-2	5	1	CCC(NC(=O)c1cncc(Br)c1)c1ccccc1 (centres undefined)
-6	-4	-0.4	0	4	7	1	-6	-10	0	Nc1nnc(CCCCc2cccs2)o1
2	-1	-0.5	3	6	0	-6	-17	-9	-3	c1ccc(-c2nc3c4ccccc4ccn3c2CC2CCCCC2)cc1
-4	2	0.1	4	20	7	0	13	5	-1	COC(=O)[C@H](Cc1c[nH]c2ccccc12)NC(=O)CCCc1c[nH]c2ccccc12
-11	6	0.2	-1	17	-7	-9	3	8	4	COC(=O)C1=C(C)N(Cc2ccc(F)cc2)C(=S)NC1c1cccc(Br)c1 (centres undefined)
3	0	0.2	2	-11	-4	1	0	7	1	O=C(N/N=C/c1ccccn1)c1ccc(Cl)cc1
1	-2	-0.1	0	17	2	-9	5	1	3	NS(=O)(=O)c1ccc(CCNC(=O)CCC2COc3ccccc3O2)cc1 (centres undefined)
3	4	-3.1	-3	1	-9	1	-6	-6	-55	CN(c1ccccc1)S(=O)(=O)c1ccc(Cl)c(C(=O)Nc2nc3ccccc3[nH]2)c1
2	-2	0.2	-4	6	12	-6	-9	-8	0	O=C(Nc1ccccc1N1CCOCC1)c1cccc(F)c1
-2	-1	-0.1	-1	2	-7	-6	0	17	-1	COC(=O)c1ccc(OCCOc2ccc(C(=O)OC)cc2)cc1
-5	-5	0.6	-5	7	6	8	4	11	-3	S=C(Nc1ccc(Br)cc1)N1CCn2cccc2C1c1cccnc1 (centres undefined)
-9	-1	0.3	3	5	-7	-6	-1	8	6	COc1ccccc1N1CCN(Cc2ccco2)CC1
-2	-2	0.4	-2	5	1	2	-3	8	0	CC(=NNC(N)=O)c1ccc(Cl)c(-n2cccc2)c1
-1	-3	-0.1	2	-2	5	2	-5	0	-1	CC1=C(C(=O)N(C)C)CC(CC(=O)NCCN2CCOCC2)C(=O)N1Cc1ccc(C(C)(C)C)cc1 (centres undefined)
-4	1	0.1	-3	0	-4	2	5	5	1	Cc1cccc(C)c1NC(=O)CN(C)C(=O)/C=C/c1cccs1
4	-3	-0.1	0	7	7	2	-5	-3	0	CC1(C)C(=O)N(c2ccccc2)C(=O)c2ccccc21
0	-27	-0.5	3	-5	-6	1	-78	-4	-36	COc1ccccc1/C=C/C=N/n1c(C)nnc1C
-1	-1	-0.6	-8	-5	3	-3	-12	-20	2	CCCS(=O)(=O)N1CCCC(C(=O)NCCN(C)Cc2ccccc2)C1 (centres undefined)
4	1	-0.8	0	-2	-11	-2	5	-3	-2	CCSc1nnc(NC(=O)c2ccccc2)s1
6	-39	-0.8	-2	-17	-2	-3	-91	10	-24	COc1cc2c(C(=O)O)c(C)n(C)c2c2ccccc12
2	-1	-0.1	2	-7	2	-1	7	-3	1	CCN1CCN(C(=O)CCN2C(=O)c3ccccc3C2=O)CC1
4	-7	0.1	0	-3	14	-8	-6	-2	-6	CCSc1nc2c(c(=O)[nH]1)C(c1ccncc1)C(C(=O)OC(C)C)=C(C)N2 (centres undefined)
6	-6	0.4	4	-1	-5	0	3	-4	4	COC(=O)C(C)NC(=O)C12CC3CC(CC(C3)C1)C2 (centres undefined)
-2	-3	0.0	-5	-3	-2	0	-13	-8	-1	CCCc1cc(=O)[nH]c(SCC(=O)N2CCc3ccccc3C2)n1
4	2	-0.7	1	1	-4	1	-7	2	1	COc1cccc(COc2cc3ccccc3nc2C)c1
11	0	-0.2	6	6	-8	6	-6	-10	3	O=C(Nc1cccc(S(=O)(=O)N2CCOCC2)c1)c1ccc(=O)[nH]c1
-8	-4	-0.4	3	16	10	-5	0	-1	1	CC(=O)Nc1sc2c(c1C(c1ccccc1)N1CCOCC1)CCCC2 (centres undefined)
2	-2	0.7	3	6	0	-2	-2	0	0	C1CCC(c2nn3c(-c4n[nH]c5c4CCC5)nnc3s2)CC1

# 4 entries from above, reformatted.
SMILES | DDE Tn6 FP inh | ADAM17 inh | KLK7 zymogen act | LEDGF integ inh | ARFGAP1 inh | TDP2 inh | DDE Tn7 FP inh | ADAM10 inh | ASAP1 inh | PLCg1 inh
COc1cc2c(C(=O)O)c(C)n(C)c2c2ccccc12 | 6 | -39 | -0.8 | -2 | -17 | -2 | -3 | -91 | 10 | -24
CCN1CCN(C(=O)CCN2C(=O)c3ccccc3C2=O)CC1 | 2 | -1 | -0.1 | 2 | -7 | 2 | -1 | 7 | -3 | 1
CCSc1nc2c(c(=O)[nH]1)C(c1ccncc1)C(C(=O)OC(C)C)=C(C)N2 (centres undefined) | 4 | -7 | 0.1 | 0 | -3 | 14 | -8 | -6 | -2 | -6
COC(=O)C(C)NC(=O)C12CC3CC(CC(C3)C1)C2 (centres undefined) | 6 | -6 | 0.4 | 4 | -1 | -5 | 0 | 3 | -4 | 4

# (next part)
DDE Tn6 FP inh	ADAM17 inh	KLK7 zymogen act	LEDGF integ inh	ARFGAP1 inh	TDP2 inh	DDE Tn7 FP inh	ADAM10 inh	ASAP1 inh	PLCg1 inh	Compound
-3	-2	0.3	1	-10	16	-2	1	-4	-1	COc1ccc(N2C(=NC(=O)C3CCCCC3)SC3CS(=O)(=O)CC32)cc1 (centres undefined)
-6	-3	1.0	2	15	-7	-10	-1	3	0	O=C(O)Cc1ccc(O)c(O)c1
-2	-4	-0.3	4	-1	9	-3	1	-14	3	Clc1ccc(CNc2ccccn2)cc1
3	-3	0.2	-1	0	15	-5	1	-4	4	COc1ccc(OC)c(C(C)NC(=S)Nc2ccc(S(=O)(=O)Nc3ncccn3)cc2)c1 (centres undefined)
1	2	-0.3	4	-2	6	-1	3	1	4	CCCCCC(=O)Nc1nnc(CCc2ccccc2)s1

# Screening data from PubChem.
